Dyrk1A ADPGlo: Dyrk1A (rat) kinase inhibition; 310,000 tested, 0.43% active; inhibition, % at 12.5 µM; Q63470; ADP-Glo luminescence, NFATc1 peptide; in the data active = inhibition above about 50%;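 note: plate controls were vehicle with enzyme for no effect and no enzyme for full effect; many of its hits are not listed in these tables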
Platelet DG rel: platelet dense granule release activity; human platelet-rich plasma, SFLLRN dense granule ATP release, luminescence; inhibition, %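 (compounds screened at 7.5 µM in platelet-rich plasma)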; 300,000 tested, 0.22% active;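 active = mean replicate score, as percent of positive control, at or above 50; inconclusive = mean below 50 but at least one replicate at or above 50; inactive = mean and every replicate below 50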
GSK3A inh: human GSK-3 alpha kinase inhibition. P49840. ADP-Glo luminescence, 60 min. inhibition, % at 10 µM. 320,000 tested, 0.1% active. AID 2650;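 in the data active = inhibition above about 50%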;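 note: GST-tagged GSK-3 alpha with peptide substrate and 25 µM ATP; 0% = DMSO neutral wells and 100% = GW8510 positive control wells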
HDAC3 inhib: human HDAC3 inhibition; O15379; recombinant HDAC3, fluorogenic peptide/trypsin coupled, fluorescence; inhibition, % at 8.3 µM; 320,000 tested, 0.15% active; AID 2718; in the data active = inhibition above about 26%, passing the limit was not always enough; inconclusive = no clear call, values can overlap the other calls
Target sequence (O15379 whole entry, looked up): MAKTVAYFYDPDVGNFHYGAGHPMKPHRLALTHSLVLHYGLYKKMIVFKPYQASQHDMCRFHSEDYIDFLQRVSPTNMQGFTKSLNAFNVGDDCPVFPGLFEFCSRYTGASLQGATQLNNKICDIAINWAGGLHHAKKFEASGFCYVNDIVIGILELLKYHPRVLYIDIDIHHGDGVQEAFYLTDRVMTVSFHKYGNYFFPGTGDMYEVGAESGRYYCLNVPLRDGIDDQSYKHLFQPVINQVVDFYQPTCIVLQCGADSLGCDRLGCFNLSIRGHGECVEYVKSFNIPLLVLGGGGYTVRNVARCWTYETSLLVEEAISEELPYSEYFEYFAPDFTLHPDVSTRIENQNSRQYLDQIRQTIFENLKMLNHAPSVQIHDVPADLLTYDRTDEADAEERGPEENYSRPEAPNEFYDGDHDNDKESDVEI
HSF1 inh: HSF1 inhibition | NIH3T3-HGL HSE-luciferase, MG132-induced, luminescence 8 h; active compounds read low | activity change, negative = inhibition, % at 7.5 µM (by protocol) | 300,000 tested, 0.77% active;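 active = more than half of replicate wells show activity change below -50%, luminescence cut by over half; inconclusive = some wells, but at most half, below -50%; inactive = no replicate well below -50%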;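 note: luciferase reports HSF-1 transcriptional activity via heat shock element; 0% = median of DMSO wells and -100% = zero luminescence signal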
PolyA inhibitor: yeast polyadenylation inhibition. S. cerevisiae SKY197-pL101 polyadenylation reporter, beta-gal luminescence; efflux-impaired pdr1/pdr3 knockout yeast; score 100 = 6 SD above DMSO. calls only at 12 µM. 300,000 tested, 0.02% active. AID 1875;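 active = lowest replicate activity score at least 50, where 100 means six control SD above control mean; inconclusive = lowest score under 50 but half or more replicates reach 50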;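 note: yeast exposed to compound for 9 h at 30 °C; higher score means more reporter readthrough which indicates perturbed polyadenylation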
HSP90 refold inh: inhibitors of HSP90 luciferase refolding in rabbit reticulocyte lysate. luciferase refolding luminescence, 3 h. inhibition, % at 5.6 µM. 290,000 tested, 0.91% active;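 active = inhibition above the screen-wide mean plus 3 SD, computed separately per campaign, cut at about 16% in these data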;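 note: 0% = DMSO wells and 100% = 60 µM geldanamycin wells; inhibitors lower the luminescence because luciferase stays unfolded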
AI-2 QS mod: modulates the Vibrio harveyi AI-2 quorum sensing system; Vibrio harveyi JMH597 AI-2 luminescence/OD600 ratio, 9 h; active compounds read low; strain lacks LuxN and CqsS sensors; 0 = neutral-control median; activity change, % at 7.5 µM; 300,000 tested, 0.4% active; AID 2094; in the data active = activity change below about -75%, passing the limit was not always enough; inconclusive = no clear call, values can overlap the other calls;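 note: luminescence divided by OD600 gain over 9 h not by final OD600 alone; inactives centre near 13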
HSF-1 act: increases HSF-1 driven luciferase reporter signal; NIH3T3-HGL HSF-1 luciferase reporter, MG132, 8 h; 100% = twice DMSO control signal; activation, % at 9 µM; 300,000 tested, 1.7% active; AID 504408;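 active = mean replicate activation of at least 50% with a set share of replicates each reaching 50%; inconclusive = only one of those two conditions met; inactive = mean below 50% and too few replicates reaching it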;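 note: 0% = median of the neutral control wells and 100% = twice that signal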
GSK3B inh: human GSK3beta kinase inhibition; P49841; GST-GSK3beta kinase, ADP-Glo luminescence, 60 min; active compounds read low; activity score (negative = inhibition), % at 10 µM; 300,000 tested, 0.038% active; AID 2097;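 active = more than half of replicate wells score below -50%, meaning over 50% inhibition versus plate controls; inconclusive = some replicates but at most half score below -50%; inactive = no replicate scores below -50%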;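 note: 0% = median DMSO wells and -100% = median GW8510 positive control wells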
Target sequence (P49841 whole entry, looked up): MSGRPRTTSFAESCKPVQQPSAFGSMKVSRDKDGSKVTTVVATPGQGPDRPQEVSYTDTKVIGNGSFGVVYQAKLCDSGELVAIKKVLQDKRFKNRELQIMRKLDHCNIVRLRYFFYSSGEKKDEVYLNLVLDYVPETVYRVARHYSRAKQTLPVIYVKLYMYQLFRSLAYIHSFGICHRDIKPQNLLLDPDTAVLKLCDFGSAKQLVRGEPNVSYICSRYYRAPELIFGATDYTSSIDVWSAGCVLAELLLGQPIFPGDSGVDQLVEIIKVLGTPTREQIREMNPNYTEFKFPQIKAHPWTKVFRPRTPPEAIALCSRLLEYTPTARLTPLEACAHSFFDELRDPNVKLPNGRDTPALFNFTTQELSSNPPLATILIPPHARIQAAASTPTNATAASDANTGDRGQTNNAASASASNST
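Test system – GST-tagged human GSK3beta kinase, cell-free · Incubation – 60 min enzyme reaction, room temperature · Signal – ADP-Glo luminescence · Also added – peptide substrate and ATP at 25 µM · Controls – DMSO neutral wells and GW8510 at 20 µM as positive · Buffer or medium – Tris/MgCl2 kinase buffer · Measure – Luminescence-derived activity versus plate DMSO and GW8510 wells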
* hit, by the source's call; i = inactive; ? = inconclusive; . = not tested or not shown.

SMILES	Dyrk1A ADPGlo	Platelet DG rel	GSK3A inh	HDAC3 inhib	HSF1 inh	PolyA inhibitor	HSP90 refold inh	AI-2 QS mod	HSF-1 act	GSK3B inh
Cc1c(NC(=O)C(C)Oc2cccc(Cl)c2)c(=O)n(-c2ccccc2)n1C (centres undefined)	6	10	.	.	3	i	.	14	-8	2
O=C(OCCNc1nc(-c2ccccc2)nc2ccccc12)c1cccnc1	34	3	20	4	10	i	-2	-2	29	-1
Cn1c(=O)c2c(nc(NC3CCCCC3)n2Cc2ccccc2)n(C)c1=O	1	-2	1	-4	-1	i	-1	7	-2	1
Fc1ccc(COc2ccccc2C(=S)N2CCCC2)cc1	0	-3	6	1	1	i	2	7	33	1
CCC(C(=O)NC1CCCC1)N(C(=O)Cn1nnc(-c2ccc(C)cc2)n1)C1CCCC1 (centres undefined)	0	2	-1	3	-2	i	2	8	-2	1
CCCCOc1ccccc1C(=O)NCCCCCC(=O)O	4	1	4	4	13	i	-3	29	21	1
CN1C(=O)CSC1=Nc1cccc(Cl)c1	-1	0	-2	1	-13	i	3	.	6	.
O=C(Nc1cccc2nsnc12)c1cccnc1	16	44	2	0	-11	i	0	25	4	7
Cc1onc(-c2c(Cl)cccc2Cl)c1NC(=O)NNc1ccccn1	0	15	0	-3	4	i	2	-4	16	-2
COc1cc(NC(=O)c2cccnc2SC)cc(OC)c1	6	-1	-3	7	1	i	0	3	6	2
COC(=O)C1=C(C)NC2=C(C(=O)CCC2)C1c1coc2ccccc2c1=O (centres undefined)	4	8	0	1	-2	i	1	8	-8	3
COc1ccc(OC(C)C(=O)NC2CCCCCC2)cc1 (centres undefined)	3	-9	0	0	0	i	-1	15	-9	2
COCC1CCCCN1C(=O)c1cccc(OC2CCN(C(=O)C3CC3)CC2)c1 (centres undefined)	1	-3	-5	2	3	i	3	2	22	0
CCC(=O)Oc1ccc2ccccc2c1CNC(=O)c1ccccc1	1	-4	0	-5	4	i	-1	9	-11	-2
CCCOc1ccc(/C=C/C(=O)NC2CCCCC2)cc1	7	-2	-1	-10	1	i	1	20	-1	-10
COc1cccc(NC(=O)[C@@H]2CCC(=O)N2C2OC(=O)c3ccccc32)c1 (some centres undefined)	5	-3	-1	0	5	i	-2	18	25	-1
Cc1cccc(S(=O)(=O)NCCc2cn3ccccc3n2)c1	-33	4	0	.	-6	i	-1	9	0	2
COc1ccc2c(=O)c(N3C(=O)c4ccccc4C3=O)c(C)oc2c1	-4	-5	-3	0	3	i	0	-4	-16	0
CCCCNC(=O)N1CCC(CCC(=O)N(C)Cc2ccccc2)CC1	.	-9	-3	7	8	i	1	16	2	1
CC(=O)Nc1ccc(/C=N/Nc2nc3ccccc3s2)cc1	-6	29	.	.	47	i	-3	29	68*	-1
Nc1nc(C2C(=O)CCCC2=O)cs1	9	4	2	2	-4	i	1	24	-13	-7
COc1ccc(S(=O)(=O)Nc2ccc(S(=O)(=O)Nc3nc(C)cc(C)n3)cc2)cc1OC	-3	-3	3	-10	-4	i	2	36	-15	0
COc1ccc(/C=N/Nc2cc(C)nc(N3CCOCC3)n2)cc1	-6	-12	4	8	-7	i	2	17	-9	5
NC(=O)[C@@H]1CCCN1C(=O)c1cc(COc2ccc(F)cc2F)on1	0	9	-2	1	-2	i	-4	10	14	0
O=C1CSc2ccc(S(=O)(=O)N3CCN(c4ccccc4)CC3)cc2N1	-3	12	0	1	6	i	-3	33	16	2

The list goes on.
SMILES	Dyrk1A ADPGlo	Platelet DG rel	GSK3A inh	HDAC3 inhib	HSF1 inh	PolyA inhibitor	HSP90 refold inh	AI-2 QS mod	HSF-1 act	GSK3B inh
CCCC(=O)NCCc1cc2cc(C)c(C)cc2[nH]c1=O	10	-2	.	.	-1	i	0	3	-5	0
COc1ccc(C(=O)C2CCCN(Cc3ccc4c(c3)OCCO4)C2)cc1F (centres undefined)	9	-1	-1	0	-46	i	4	14	-55	5
c1cc(-n2cnnn2)ccc1NC1=NCCC1	-3	17	-2	-3	-3	i	-1	7	26	0
COC(=O)[C@@H]1C[C@H]1[C@@H](NC(=O)c1cc(C)on1)c1ccccc1	6	-2	1	-6	-5	i	.	10	-3	-3
CCOc1ccc(S(=O)(=O)NCCC(=O)NC2=NCCS2)cc1	10	.	-2	3	.	.	0	10	.	-2
COc1cc(CNCCCN2CCOCC2)c(Br)cc1OC(C)C	29	-2	-6	3	0	i	-4	8	-11	3
COc1ccc(S(=O)(=O)N2CCCC(N(C)CCc3ccccc3)C2)cc1OC (centres undefined)	-11	10	-8	2	3	i	-1	21	2	1
C=CCOC(=O)Cn1cnc2c(sc3nc(C)cc(C)c32)c1=O	-7	-7	1	-6	14	i	-1	7	47	-3
O=C(NCc1ccccc1F)C1CCCN1C(=O)Nc1ccc(F)cc1 (centres undefined)	2	9	-1	4	-2	i	-2	-5	3	0
Cc1ccccc1-n1nnnc1Sc1nnnn1-c1ccccc1	8	.	0	-10	.	.	2	.	.	.
O=C(Nc1cccc([N+](=O)[O-])c1)c1cc(S(=O)(=O)N2CCOCC2)cs1	9	3	1	14	4	i	-3	6	36	3
COc1cc(S(=O)(=O)Nc2cccc3cn[nH]c23)c(OC)cc1C	1	-6	0	5	23	i	1	6	35	-3
CCC1=C2CC[C@H]3C(=O)N(C)C(=O)[C@H]3[C@H]2[C@@]2(Cc3ccccc3)C(=NCCOC)OC(=O)N2C1=O	-4	4	-2	0	-8	i	.	12	2	-6
CCc1nnc(NC(=O)C2CCC(CNc3c(N4CCCCC4)c(=O)c3=O)CC2)s1 (centres undefined)	-1	1	0	0	8	i	1	15	30	-1
O=C(CCCN1C(=O)S/C(=C/c2ccccc2)C1=S)Nc1ccc(C(=O)O)cc1	6	-8	1	8	3	i	0	17	18	2
Cc1ccc(-n2nc(C)c(/C=N/NC(=O)c3cccs3)c2Cl)cc1	-5	-10	.	.	-2	i	0	7	-9	1
CC(NC(=S)NCCc1ccccc1)C(c1cccs1)N1CCN(C)CC1 (centres undefined)	-2	6	0	-1	-5	i	4	4	-7	-1
COc1cc(CNc2cccc3[nH]c(C(F)(F)F)nc23)cc(OC)c1	-2	2	-1	-5	-4	i	3	13	-3	1
Cc1ccc(CNC(=O)CN(C)S(=O)(=O)c2ccc(F)cc2)cc1	2	-8	1	-2	-1	i	.	-34	-4	-3
CCC(=O)c1ccc(OCC(=O)OCC(=O)NCc2cccs2)cc1	.	-4	-3	0	-4	i	.	17	-6	0
CCCSc1ccc2nc(-c3ccccc3)cn2c1	16	75*	16	0	-16	i	46*	-9	-27	3
CN1c2ccccc2C(=O)/C(=C\Nc2ncccn2)S1(=O)=O	-10	-14	0	1	1	i	-5	8	-10	-3
COc1ccccc1NS(=O)(=O)c1cc(NC(=O)C2CCC2)ccc1N1CCCCC1	16	0	18	-12	16	i	-3	6	1	0
O=C(O)c1cc(S(=O)(=O)N2CCCCC2)ccc1Cl	4	10	-1	2	-3	i	1	-11	25	2
Cc1cc(C(=O)N2CCCC(Nc3ccccc3)C2)c2ccc(F)cc2n1 (centres undefined)	5	-9	0	1	-6	i	-8	2	-6	-2

Next section; it opens with the 2 that closed the last part.
SMILES	Dyrk1A ADPGlo	Platelet DG rel	GSK3A inh	HDAC3 inhib	HSF1 inh	PolyA inhibitor	HSP90 refold inh	AI-2 QS mod	HSF-1 act	GSK3B inh
O=C(O)c1cc(S(=O)(=O)N2CCCCC2)ccc1Cl	4	10	-1	2	-3	i	1	-11	25	2
Cc1cc(C(=O)N2CCCC(Nc3ccccc3)C2)c2ccc(F)cc2n1 (centres undefined)	5	-9	0	1	-6	i	-8	2	-6	-2
CCOc1ccc(N2C(=O)c3cccnc3C2Nc2ccc(C)cc2)cc1 (centres undefined)	-5	12	4	7	5	i	2	37	16	1
Nc1ccc(C(=O)OCC(=O)NC2CCCc3ccccc32)cc1[N+](=O)[O-] (centres undefined)	-3	-4	-5	9	-2	i	5	7	20	-4
CC(=O)O[C@H]1CSC[C@H]1NC(=O)c1ccccc1	1	1	-2	?	9	i	-1	12	28	1
CCCc1ccc(C(=O)NNc2cccc(C)c2)cc1	6	.	3	-2	.	i	-4	22	.	-7
CCCCCC#CCC#CCC#CCC#CCCCC(=O)O	.	-8	.	.	8	i	-2	27	28	-1
C#CCOC(=O)c1ccccc1C(=O)N(CC)CC	4	8	-2	1	4	i	-2	10	-6	4
COc1ccc(NC(=O)Oc2ccccc2)cc1Cl	-2	-2	-2	0	-15	i	-2	-57	-18	-1
COc1ccc(C(=O)NNC(=O)C(=O)/C=C(\O)c2ccc(C)cc2)cc1	4	3	-1	1	4	i	-4	96	4	1
CCC(C)(C)NC(=O)CN(Cc1ccc2c(c1)OCO2)C(=O)CCC(=O)Nc1cc(C)ccn1	-15	-6	15	4	-10	i	-3	18	8	-8
Cc1ccc(C)c(Nc2ncnc3nc[nH]c23)c1	4	-3	4	4	-9	i	-2	16	-8	-1
Cc1ccc(Nc2nc3nonc3[nH]c2=O)cc1C	12	-8	-4	4	7	i	-4	42	6	4
O=C(CN1C(=O)CCC1=O)Nc1nc(-c2ccc(Oc3ccccc3)cc2)cs1	-1	5	0	-6	9	i	-5	16	3	1
COc1ccc(C(=O)NC(=S)NCc2ccccc2)cc1	-7	-11	-5	3	-8	i	-1	-4	-13	-1
Cc1ccccc1[C@@H]1C(C#N)=C(N)S[C@H]1C(=O)c1ccccc1	2	5	0	7	10	i	1	-53	-2	-4
COC(=O)COc1ccccc1C(N)=O	1	-3	0	2	-4	i	8	12	-1	1
CCOC(=O)C1CCN(C(=O)COC(=O)CCOc2ccc(C)cc2)CC1	-1	-2	-1	-3	-3	i	1	-53	-2	3
COc1ccc(S(=O)(=O)N2CCN(C/C=C/c3ccccc3)CC2)cc1NC(C)=O	2	-11	1	-4	-5	i	-3	-2	2	0
O=C(OCc1c(F)cccc1Cl)c1cc([N+](=O)[O-])ccc1N1CCOCC1	.	-2	-3	-3	9	i	.	16	15	1
Cc1nn(CCCC(=O)Nc2ccccn2)c(C)c1[N+](=O)[O-]	-1	1	-2	10	-7	i	-4	20	-2	-7
CC(C)(C)NC(=O)Cn1c(=O)c(=O)n(Cc2ccccc2)c2ccc(Cl)cc21	-3	3	0	-7	-13	i	0	43	1	-2
O=C(NCc1cccnc1)C1CCC(CNS(=O)(=O)c2cccc3nsnc23)CC1 (centres undefined)	-1	0	1	3	-5	i	-3	24	3	0
Cc1ccc(OCC(=O)Nc2ccc(C(=O)O)cc2NC(=O)COc2ccc(C)c(C)c2)cc1C	-4	2	-7	-5	6	i	-1	29	-8	2
O=C(NCCc1cccc(F)c1)C1CCN(S(=O)(=O)c2ccc(F)cc2)CC1	-1	-3	5	1	7	i	6	4	10	2

A portion of the library (hit frequency here may not be typical).
